# From PubChem BioAssay
# mHTT-CaM PPI inh: disrupts binding of mutant huntingtin to calmodulin; AlphaScreen His-mHTT/GST-CaM binding, luminescence; inhibition, % at 15 µM; actives 3.6% (n = 190,000);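 further: 0% = both proteins with DMSO and 100% = one protein alone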
# Pf apPOL block: Pf-apPOL DNA polymerase inhibition; inhibition, % at 10 µM; Recombinant Pf-apPOL, molecular beacon fluorescence, 1.5 h; AID 1794808; actives 0.25% (n = 210,000)
# Starred values were filed as active, the others as inactive; . = no result given. No stated cut-off is given here; in the data, active means inhibition above about 50%; inactive means the rest. This is a subset; rates above refer to the full screens.
# Every second line gives: mHTT-CaM PPI inh	Pf apPOL block
Cc1nc(C)c(Cc2cccc(Cl)c2)c(N2CCN(C(=O)C3CCC3)CC2)n1
 : 11	0
Cc1oc(C2CCN(S(=O)(=O)Cc3cccc(F)c3)CC2)nc1C(=O)N1CCCCC1
 : 14	-7
COc1cccc(-c2cc(C3CCN(S(=O)(=O)c4ccc(C(C)=O)cc4)CC3)[nH]n2)c1
 : 13	3
Cc1nc(N2CCCCC2C)c2c(C)c(C(=O)Nc3ccccc3F)sc2n1 (centres undefined)
 : -8	-4
COCCNC(=O)c1ccc(C)c(Cl)c1
 : -2	-26
Cc1ccc2c(NC(=O)CN3C(=O)CCC3=O)cccc2n1
 : 0	-3
CCOc1ccc(N2CCN(CC(=O)Nc3cccc4cccnc34)C2=O)cc1
 : -5	-1
COc1ccc(C(=O)Nc2c3c(nn2-c2ccccc2C)CS(=O)(=O)C3)cc1
 : -2	-4
O=C(CC1CCN(S(=O)(=O)c2cccs2)CC1)N1CCOCC1
 : -3	3
O=C(Nc1cccc([N+](=O)[O-])c1)c1c(F)cccc1Cl
 : 2	-7
Cc1ccc(N=c2oc3ccc(Cl)cc3cc2C(N)=O)cc1
 : 14	0
c1nc(NCN2CCCCC2)c2ncn(CN3CCCCC3)c2n1
 : -7	2
CSCCC(NS(=O)(=O)c1cccs1)C(=O)NC1CCCCC1C (centres undefined)
 : -5	3
O=[N+]([O-])c1ccc(S(=O)(=O)N2CCc3ccccc3C2)cc1
 : -3	6
CCOc1ccccc1NC(=O)C1CCCN(C(=O)c2cc(C)cc(C)c2)C1 (centres undefined)
 : 10	-1
COc1ccc(C2C(C(=O)c3ccco3)=C(O)C(=O)N2CCCn2ccnc2)c(OC)c1 (centres undefined)
 : -2	1
COc1ccc(C(=O)N2CC(C)C(c3nc(-c4ccccc4)no3)C2)cc1F (centres undefined)
 : 4	-5
CC(=O)N1CCc2cc(Br)cc(S(=O)(=O)CC(=O)Nc3ccc(C)c(C)c3)c21
 : 16	-11
Cn1c(Nc2ccccc2)cc(=O)n(C)c1=O
 : .	-8
CCC(=O)Nc1cccc(-c2noc(C3CCN(C(=O)c4ccc5c(c4)OCO5)CC3)n2)c1
 : 20	2
O=C(Nc1ccccc1)N1CCN(c2ccc([N+](=O)[O-])cc2)CC1
 : -2	0
O=C(NC1CC1)c1nc(Cc2ccccc2)n(-c2ccccc2)n1
 : -13	1
Cc1ccc(NC(=O)CN2C(=O)C3CCCN3C(=O)c3ccc(F)cc32)cc1 (centres undefined)
 : -3	-7
O=c1[nH]c(-c2ccccc2)nc2c1CCN(S(=O)(=O)c1ccc3c(c1)CCCC3)C2
 : 18	-9
Cc1cc(C(F)(F)F)c(C#N)c(SCC(N)=O)n1
 : 0	3
Cc1oc(C2CCN(C(=O)NC(C)(C)C)CC2)nc1C(=O)N(C)C
 : 1	2
CS(=O)(=O)c1ccc2nc(NC(=O)/C=C/c3ccc(Cl)cc3)sc2c1
 : 3	-10
COc1ccc(OC)c(NC(=O)c2cc3cc4ccc(Cl)cc4nc3o2)c1
 : -3	-1
Nc1c(-c2ccccc2Cl)c2cc(Br)ccc2[nH]c1=O
 : 79*	-8
CCCOc1ccc(N2CC(C(=O)O)CC2=O)cc1 (centres undefined)
 : -7	-2

# Further compounds follow:
# Every second line gives: mHTT-CaM PPI inh	Pf apPOL block
CCc1nccn1Cc1noc(-c2cccc(OC)c2)n1
 : -5	0
CC(C)NC(=O)c1ccc(OCC2CCCN2C(=O)c2ccccc2C(F)(F)F)cc1 (centres undefined)
 : 3	-5
O=C(CN1CCC(c2nnc(-c3ccc(F)cc3)o2)CC1)Nc1cccnc1
 : -9	1
Cc1c(C(=O)N2CCN(c3ccc(-c4cccs4)nn3)CC2)cnn1-c1ccccc1
 : 1	-4
N#Cc1ccc(CN2CCCC(c3n[nH]c(C4CC4)n3)C2)cc1 (centres undefined)
 : -6	1
Cc1ccc(NC(=O)N2CCC(c3nc(C(=O)N4CCCC4)c(C)o3)CC2)cc1F
 : -9	2
COc1ccccc1OCCCOc1cccc(Br)c1
 : -103	-14
COc1cccc(C(C)NC(=O)C2CCN(Cc3cn(C)c4ccccc34)CC2)c1 (centres undefined)
 : 2	-7
Clc1cc(-c2ccccc2)nc(-c2ccc(Br)cc2)n1
 : -17	.
COc1cccc(C(=O)N2CCC3(CC2)NC(=O)N(Cc2ccccc2)C3=O)c1
 : -1	0
COc1ccccc1-c1c(C)oc2cc(OC(C)=O)ccc2c1=O
 : 9	-2
CC1=C(C(=O)Nc2ccc(F)cc2F)C(c2ccc(F)cc2)C2=C(CCCC2=O)N1 (centres undefined)
 : -9	-1
COc1ccccc1C1=NOC(C(=O)Nc2cccc(O)c2)C1 (centres undefined)
 : -7	-4
O=C1CCC(C(=O)O)NC(=O)N1 (centres undefined)
 : -6	.
Nc1nc(-c2cccs2)cc(C(F)(F)F)n1
 : .	10
O=C(C1=C(O)C(=O)N(CCN2CCOCC2)C1c1cccc([N+](=O)[O-])c1)c1ccco1 (centres undefined)
 : 2	-12
Cc1oc(C2CCN(C(=O)c3ccc(Cl)cc3)CC2)nc1C(=O)N1CCOCC1
 : -7	-2
Cc1c(C(=O)NCc2ccc3c(c2)OCO3)sc2nc(-c3ccccc3)cn12
 : 1	-1
CC(C)=CCCC(C)N1CC23C=CC(O2)C(C(=O)O)C3C1=O (centres undefined)
 : -1	2
Cc1c(N2C(=O)c3ccc(-c4nc5ccccc5c(=O)o4)cc3C2=O)cccc1[N+](=O)[O-]
 : 0	-1
COc1ccccc1N1CCN(CCC(=O)Nc2ccc(C)cc2)CC1
 : 5	-8
O=C(O)c1ccc(S(=O)(=O)c2ccc3c(c2)C(=O)N(c2cccc(C(F)(F)F)c2)C3=O)cc1
 : 0	-3
O=C(Nc1ccc2c(c1)OCO2)N1CCCC1c1ccc(Cl)cc1 (centres undefined)
 : 4	-4
O=C(Nc1ccc(NS(=O)(=O)c2ccccc2)cc1)c1ccco1
 : 2	-2
COc1cc(C(=O)Oc2ccc(C=Cc3ccccn3)cc2)cc(OC)c1OC
 : -6	-4
CCC(=O)N1CCc2cc(OC)c(OC)cc2C1COc1ccccc1OC (centres undefined)
 : 11	-3
CCN(CC)C(=O)CSc1nc(O)cc(=O)n1-c1ccccc1OC
 : 7	-3
Cc1nc(-c2c(C(F)(F)F)oc3cc(O)ccc3c2=O)cs1
 : -3	3
ONC=NCc1ccccc1OC(F)(F)F
 : .	-6
COc1ccc(-n2nc3c(c2NC(=O)c2ccccc2Br)CSC3)cc1
 : 19	8

# Part of the list above, set out differently:
CCC(=O)N1CCc2cc(OC)c(OC)cc2C1COc1ccccc1OC (centres undefined)
  mHTT-CaM PPI inh: 11; Pf apPOL block: -3

CCN(CC)C(=O)CSc1nc(O)cc(=O)n1-c1ccccc1OC
  mHTT-CaM PPI inh: 7; Pf apPOL block: -3

Cc1nc(-c2c(C(F)(F)F)oc3cc(O)ccc3c2=O)cs1
  mHTT-CaM PPI inh: -3; Pf apPOL block: 3

ONC=NCc1ccccc1OC(F)(F)F
  mHTT-CaM PPI inh: .; Pf apPOL block: -6

# Other entries
# Every second line gives: mHTT-CaM PPI inh	Pf apPOL block
Cc1ccc(C)n1-c1ccc(Cl)c(O)c1
 : 96*	-1
C/C(Cl)=C\Cn1c(SCc2ccccc2Cl)nc2c1c(=O)[nH]c(=O)n2C
 : -8	-2
CC(NC(=O)CSc1nc(=O)cc(N)n1-c1ccccc1)c1ccccc1 (centres undefined)
 : -1	2
CC(C)N(CC#CCNC(=O)c1ccc2cc[nH]c2c1)C(C)C
 : 0	-1
O=c1ccoc2c(Br)cc(Cl)cc12
 : 0	.
COc1ccc(N2C(=O)/C(=C/c3cccc([N+](=O)[O-])c3)N=C2c2cccc(Cl)c2)cc1
 : 5	21

# In another format: six of the compounds above
structure | mHTT-CaM PPI inh | Pf apPOL block
C/C(Cl)=C\Cn1c(SCc2ccccc2Cl)nc2c1c(=O)[nH]c(=O)n2C | -8 | -2
CC(NC(=O)CSc1nc(=O)cc(N)n1-c1ccccc1)c1ccccc1 (centres undefined) | -1 | 2
O=c1ccoc2c(Br)cc(Cl)cc12 | 0 | .
Cc1ccc(C)n1-c1ccc(Cl)c(O)c1 | 96* | -1
CC(C)N(CC#CCNC(=O)c1ccc2cc[nH]c2c1)C(C)C | 0 | -1
COc1ccc(N2C(=O)/C(=C/c3cccc([N+](=O)[O-])c3)N=C2c2cccc(Cl)c2)cc1 | 5 | 21

# Individual results from the entries so far:
# Entry for O=C(Nc1ccc(NS(=O)(=O)c2ccccc2)cc1)c1ccco1 in mHTT-CaM PPI inh: 2
# Entry for COc1ccc(C2C(C(=O)c3ccco3)=C(O)C(=O)N2CCCn2ccnc2)c(OC)c1 (centres undefined) in Pf apPOL block: 1
# Entry for CCCOc1ccc(N2CC(C(=O)O)CC2=O)cc1 (centres undefined) in mHTT-CaM PPI inh: -7
# Entry for Nc1nc(-c2cccs2)cc(C(F)(F)F)n1 in Pf apPOL block: 10
